Bioassay records as filed in PubChem.
RGS4 inhibitor: Inhibitors of Regulator of G Protein Signaling (RGS) 4: qHTS; Regulator of G-protein signaling 4 (Homo sapiens), P49798; Transcreener GDP fluorescence polarization, RGS4-accelerated GTP hydrolysis; Potency, µM (doses to about 114 µM), for the others: at the highest dose activity change, negative = inhibition, most hits filed as inhibitors; 390,000 compounds, 0.039% hits; AID 504845, 2011; note: potency is the fitted concentration of half-maximal effect; % is set by controls: 0 for no effect and ±100 for the full control effect; nearly all actives have a fitted effect of over 75% in size; some results filed as inactive show a strong effect at the top dose
Target sequence (P49798 whole entry, looked up): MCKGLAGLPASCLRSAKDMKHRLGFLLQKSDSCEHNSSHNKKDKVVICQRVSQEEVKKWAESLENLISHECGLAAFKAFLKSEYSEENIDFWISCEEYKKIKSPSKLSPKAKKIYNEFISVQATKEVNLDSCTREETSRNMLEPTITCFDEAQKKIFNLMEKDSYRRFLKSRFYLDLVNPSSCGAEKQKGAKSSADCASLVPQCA
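MLSMR compounds (23 nl, pin-transferred) preincubated 10 min at room temperature with a 500nM (2x) first reagent, then RGS4 at 900nM (2x) plus Transcreener GDP mix added; fluorescence polarization (620/688 nm) read before and after 90 min at 30 °C.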
HP1b binding inh: HTS for Inhibitors of HP1-beta Chromodomain Interactions with Methylated Histone Tails | AlphaScreen HP1-beta / biotin-H3K9me3 peptide binding | Potency, µM (series often up to 114 µM), for inactives: at the highest dose activity change, negative = inhibition, most hits filed as inhibitors | 390,000 compounds, 0.56% hits | Chromobox protein homolog 1 (Homo sapiens), P83916; note: potency is the fitted concentration of half-maximal effect; nearly all actives have a fitted effect of over 70% in size; inactives centre near 23
Target sequence (P83916 whole entry, looked up): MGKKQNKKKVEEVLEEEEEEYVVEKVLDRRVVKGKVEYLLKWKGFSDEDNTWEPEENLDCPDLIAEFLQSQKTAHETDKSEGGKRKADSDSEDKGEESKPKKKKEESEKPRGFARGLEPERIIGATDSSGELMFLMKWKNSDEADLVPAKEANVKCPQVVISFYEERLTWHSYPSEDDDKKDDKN
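HP1-beta protein (50 nM final) preincubated 30 min at room temperature with biotinylated H3(1-18)K9me3 peptide (50 nM) in PBS pH 7.4, 0.01% Tween-20, then compound added for 30 min. AlphaScreen streptavidin donor/nickel chelate acceptor beads (10 ug/mL final), 30 min dark, luminescence read.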
JMJD2A Tudor: qHTS Assay for Inhibitors of JMJD2A-Tudor Domain; Lysine-specific demethylase 4A (Homo sapiens), O75164; AlphaScreen JMJD2A-Tudor / H3K4me3 peptide binding; Potency, µM (top dose mostly 114 µM), without a hit: at the top dose activity change, negative = inhibition, most hits filed as inhibitors; 390,000 compounds, 4.4% hits; AID 504339, 2011; note: potency is the fitted concentration of half-maximal effect; % is set by controls: 0 for no effect and ±100 for the full control effect; nearly all actives have a fitted effect of over 50% in size
PI4K2A inh: qHTS for small molecular inhibitors of PI4K2A. purified PI4K2A, ADP-Glo luminescence, 1 h; active compounds read low. activity change, negative = inhibition, % at 76.9 µM. 420,000 compounds, 0.13% hits. AID 1346378, 2018; in the data active = activity change below about -50%; inconclusive = mostly about -30% to -49%;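 note: -100% = wells without enzyme as full effect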
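Compounds are screened against recombinant PI4K2A using PI as substrate and ATP, the latter dispensed at 300 microM. Reactions run one hour at ambient temperature before ADP-Glo detection; full inhibition defined by wells lacking enzyme.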
BAZ2B inh: qHTS Assay for Inhibitors of BAZ2B | Bromodomain adjacent to zinc finger domain protein 2B (Homo sapiens), Q9UIF8 | AlphaScreen BAZ2B-H3K14Ac peptide displacement | Potency, µM (titrated, usually from 114 µM), inactives show at the top dose activity change, negative = inhibition, hits mostly inhibitors | 360,000 compounds, 4.4% hits | AID 504333, 2011; note: potency is the fitted concentration of half-maximal effect; % is set by controls: 0 for no effect and ±100 for the full control effect; nearly all actives have a fitted effect of over 60% in size
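Inhibition is scored as reduced AlphaScreen emission. The BAZ2B/b-H3(5-23)K14Ac complex (50 nM each) in PBS pH 7.4, 0.01% Tween-20 meets compound (up to 110 uM) for 30 min at RT before bead addition.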
12-LOX inh: Primary qHTS assay for inhibitors of human arachidonate 12S-lipoxygenase (ALOX12): Round 2; Potency, µM (doses to about 108 µM), for inactives: at the highest dose activity change, negative = inhibition, hits mostly inhibitors; purified 12hLO, xylenol orange hydroperoxide absorbance; 580,000 compounds, 1.1% hits; note: potency is the fitted concentration of half-maximal effect; % is set by controls: 0 for no effect and ±100 for the full control effect
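Purified human 12hLO (150 nM final) in 25 mM Hepes, 0.01% Triton X-100, pH 7.0 was preincubated 15 min at room temperature with compound. Then 40 uM arachidonic acid was added, 30 min. Hydroperoxide was read by Fe-XO absorbance ratio 573/405 nm.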
ERG-DNA inh: qHTS for Small Molecule Inhibitors of the ERG Ets/DNA interaction | Transcriptional regulator ERG (Homo sapiens), P11308 | fluorescence polarization, His-ERG Ets domain / labelled DNA | Potency, µM (series often up to 76.9 µM), inactives show top-dose FP activity, negative = inhibition, hits mostly inhibitors | 370,000 compounds, 0.028% hits | AID 624246, 2012; active = well fitted inhibition curve with a large enough effect in the polarisation, with a control signal flat; inconclusive = small, poorly fitted or top-dose-only effect, or effect the other way, or a change in a side signal; inactive = no such curve, though single readings can be large or run the other way; the % refers to the polarisation;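 note: polarization taken with two DNA probes labelled with fluorescein and Texas red; potency is the fitted concentration of half-maximal effect; % of control where 0% means no effect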
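His-tagged ERG Ets domain (1 uM in the protein solution; 300mM KCl, 50mM Tris-HCl, 1mM EDTA, 1mM DTT, pH 7.5) received compound, then a probe mix of 5 nM fluorescein-DNA and 100nM Texas-615-DNA. Fluorescence polarization was read for both dyes.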
G9a inh: qHTS Assay for Inhibitors of Histone Lysine Methyltransferase G9a | 350,000 compounds, 8.8% hits | Histone-lysine N-methyltransferase EHMT2 (Homo sapiens), Q96KQ7 | G9a H3K9 monomethylation, AlphaScreen, 2 h | Potency, µM (doses to about 102 µM), inactives show top-dose activity, negative = inhibition, hits mostly inhibitors; note: potency is the fitted concentration of half-maximal effect; % is set by controls: 0 for no effect and ±100 for the full control effect; nearly all actives have a fitted effect of over 75% in size
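Readings reflect AlphaScreen signal from monomethyl-H3K9 antibody detection. HMT at 20 nM; substrate b-H3K9 500 nM; cofactor SAM 20 uM; 2 h RT reaction; compounds tested as titrations in qHTS with 15 min preincubation.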
GLS inh: qHTS for Inhibitors of Glutaminase (GLS). 410,000 compounds, 0.21% hits. Glutaminase kidney isoform, mitochondrial (Homo sapiens), O94925. Potency, µM (titrated, usually from 45.5 µM), without a hit: top-dose activity change, negative = inhibition, hits mostly inhibitors. AID 624170, 2012. GLS enzymatic activity, qHTS titration; note: potency is the fitted concentration of half-maximal effect; % is set by controls: 0 for no effect and ±100 for the full control effect
Target sequence (O94925 whole entry, looked up, canonical isoform): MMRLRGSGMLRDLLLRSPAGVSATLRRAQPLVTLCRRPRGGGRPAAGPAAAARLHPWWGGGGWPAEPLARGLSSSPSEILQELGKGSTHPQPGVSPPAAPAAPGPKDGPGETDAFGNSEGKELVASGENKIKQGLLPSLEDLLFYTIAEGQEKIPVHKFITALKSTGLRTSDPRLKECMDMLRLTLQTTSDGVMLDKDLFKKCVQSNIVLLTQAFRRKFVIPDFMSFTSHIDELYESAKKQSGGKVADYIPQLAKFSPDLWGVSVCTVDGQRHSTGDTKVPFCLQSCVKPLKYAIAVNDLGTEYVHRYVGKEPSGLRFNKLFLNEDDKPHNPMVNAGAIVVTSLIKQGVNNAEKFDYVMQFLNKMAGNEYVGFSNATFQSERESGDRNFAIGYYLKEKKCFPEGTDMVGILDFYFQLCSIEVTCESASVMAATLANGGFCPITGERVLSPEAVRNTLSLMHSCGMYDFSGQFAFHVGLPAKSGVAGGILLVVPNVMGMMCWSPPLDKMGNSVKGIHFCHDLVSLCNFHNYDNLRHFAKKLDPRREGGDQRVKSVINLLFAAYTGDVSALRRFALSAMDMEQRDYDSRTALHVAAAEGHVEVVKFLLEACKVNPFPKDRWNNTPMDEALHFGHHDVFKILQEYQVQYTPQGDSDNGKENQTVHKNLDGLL
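hKGA; 45 mM KH2PO4 pH 8.2 + 0.02% Tween-20; cpd via pin tool; 1 mM Gln soln; GluOx/HRP/Amplex Red; RT 30 min; fluor. t0 & final.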
An asterisk follows results filed as active; ? = inconclusive; . = not tested or not shown; & = joins results of further samples; ! = repeats disagree; [ ] = another dose, or the depositor's remark. Unless noted, calls come from the whole dose curve; as a rule, active = well fitted curve in the direction sought with a large enough effect; inconclusive = small, poorly fitted or top-dose-only effect, or another doubt; inactive = no such curve, though single readings can be large; an effect the other way counts as inactive or inconclusive. A portion of the library; count on the stated rates, not on these rows.

SMILES	RGS4 inhibitor	HP1b binding inh	JMJD2A Tudor	PI4K2A inh	BAZ2B inh	12-LOX inh	ERG-DNA inh	G9a inh	GLS inh
Cn1c(O)c(C=NC2CCCCCC2)c(=O)[nH]c1=S	-4%	34%	-6%	0	-16%	-16%	0%	0%	-6%
CCOc1ccc(/C=C2/C(=O)NC(=O)N(CCc3ccc(F)cc3)C2=O)cc1	?	21%	-15%	-23	-26%	?	-2%	?	1%
CCOC(=O)N1CCC(NC(=O)c2ccc3c(c2)N(Cc2cccc(C)c2)C(=O)c2ccccc2S3(=O)=O)CC1	-15%	42%[activator]	-20%	3	-13%	-2%	-1%	6%[59 µM]	1%
CCOP(=O)(CCP(=O)(OCC)OCC)OCC.C[CH2][Sn]([Cl])([Cl])[CH2]C	?	21%	-2%	35	.	?	-8%	.	?
CCCC1(CCC)C(=O)NC(=Nc2ccccc2)NC1=O	27%	11%	0%	-3	9%	-15%	.	-3%	6%
CC12CC[C@H]3[C@@H](CCC4(O)C[C@H](O)CCC34/C=N/NC(=O)c3ccccc3[N+](=O)[O-])C1(O)CCC2C1=CC(=O)OC1 (some centres undefined)	2%	23%[57 µM]	-14%	-2	4%	13%	1%	24%	4%
Cn1c(O)c(C(=NCCN2CCCCC2)c2ccccc2Cl)c(=O)n(C)c1=O	-10%	15%	-24%	1	-3%	0%	5%	-21%	-10%
O=C(O)c1cccc2c1NC(C(=O)O)C1CC(Sc3ccccc3[N+](=O)[O-])C(Cl)C21 (centres undefined)	6%	-93%	14µM*	-23	6.3µM*	3.2µM*	-5%	10µM*	7.1µM*
N#Cc1ccc(OCC(=O)N2CCN(Cc3ccc4c(c3)OCO4)CC2)cc1	5%	32%	-11%	-19	-11%	1%	4%	-26%	24%
CC(=O)N1CN2CN(C(C)=O)CC(C(=O)c3ccc([N+](=O)[O-])cc3)(C2)C1	-15%	-19%	-8%	2	1%	?	0%	.	2%

Continued (2 carried over from the part before).
SMILES	RGS4 inhibitor	HP1b binding inh	JMJD2A Tudor	PI4K2A inh	BAZ2B inh	12-LOX inh	ERG-DNA inh	G9a inh	GLS inh
N#Cc1ccc(OCC(=O)N2CCN(Cc3ccc4c(c3)OCO4)CC2)cc1	5%	32%	-11%	-19	-11%	1%	4%	-26%	24%
CC(=O)N1CN2CN(C(C)=O)CC(C(=O)c3ccc([N+](=O)[O-])cc3)(C2)C1	-15%	-19%	-8%	2	1%	?	0%	.	2%
O=C(c1cc(-c2ccncc2)nc2ccccc12)N1CCC2(CC1)OCCO2	-3%	39%[activator]	-1%	2	10%	-7%	-11%	0%[59 µM]	-11%
COc1cc2[nH]c(=O)n(-c3cccc(Cl)c3)c(=O)c2cc1OC	-12%	36%	-3%	9	11%	10%	-7%	2%[12.7 µM]	-7%
Nc1ccc(Oc2cccc(Oc3ccc(N)cc3)c2)cc1	-11%	?	?	-3	40µM*	-16%	-16%	45µM*	4%
Cn1c(CCCC(=O)O)nc2cc(N(CCCl)CCCl)ccc21	.	.	.	-1	.	?	.	?	13%
CCOc1ccc(CC2(CCc3ccncc3)C(=O)NC(=O)NC2=O)cc1	-7%	23%	-5%	-2	3%	0%	-12%	4%	0%
O=C(NCc1cn2ccccc2n1)c1ccccc1	33%	20%	-9%	0	4%	-27%	-3%	?	11%
O=C1N=NC2=C1c1c3ccccc3c(O)n1CC2	5%	?	-15%	-4	-4%	-2%	0%	17%	6%
C=CCn1c(O)c(C=Nc2ccc(Cc3ccncc3)cc2)c(=O)[nH]c1=S	?	48%[activator]	?	6	?	2%	-9%	31%[0.501 µM]	?
Cc1ccc2c(c1)NP(=S)(Oc1ccccc1)N2 (centres undefined)	-31%	-17%	-25%	-1	.	-23%	-13%	.	?
O=C(NCc1cccnc1)Nc1ccccc1Cl	-2%	28%	-10%	0	2%	-1%	3%	2%	0%
O=C(/C=C/c1c[nH]c2ccccc12)c1c(O)n(CCc2ccccc2)c(=O)[nH]c1=O	-26%	19%	-15%	-2	-22%	-3%	-1%	?	-12%
O=C(Nc1ccccc1)c1c(O)c2c(n(Cc3ccco3)c1=O)CCCC2	-4%	69%[activator]	-7%	1	0%	?	-5%	13%	-1%
C[C@]12CCC(=O)C=C1CC[C@@H]1C2CC[C@]2(C)C(=O)CCC12 (some centres undefined)	-20%	38%	-10%	8	0%	27%	-7%	-3%	-21%
O=C1NC(=O)[C@]2(Cc3ccccc3N3CCN(c4ccccc4)CC32)C(=O)N1Cc1ccccc1 (some centres undefined)	-45%	-3%	?	-10	-33%	16µM*	0%	5µM*	6%
COc1ccc(Cn2c(O)c(/C=C3/C=CC=N3)c(=O)[nH]c2=O)cc1	-30%	16%	-10%	-3	-22%	-11%	75%[activator]	10%[12.7 µM]	-17%
Cn1c(O)c(C=Nc2ccccc2Sc2ccccc2)c(=O)n(C)c1=O	-50%	99%[activator]	23%[57.1 µM]	2	1%	-17%	12%	11%[59 µM]	3%
COC(=O)[C@]1(C)C[C@H]1[C@H](NP(=O)(c1ccccc1)c1ccccc1)c1ccccc1	-27%	22%	-26%	-2	1%	-10%	-1%	-27%	7%
Cc1cnn(C2CCN(C)CC2)c1N	31%	14%	-9%	-3	9%	-37%	-1%	-22%	11%
CCN(CC)c1ccc(/C=C/[N+](=O)[O-])cc1	?	-27%	?	39	.	?	18%	45µM*	3%
CCOP(=O)(OCC)C(NC(=O)CN1C(=O)c2ccccc2S1(=O)=O)C(Cl)(Cl)Cl (centres undefined)	13%	21%	5%	2	3%	-1%	-6%	0%	12%
C=CCN1CC[C@]23c4c5ccc(O)c4O[C@H]2C(=O)CC[C@@]3(O)[C@H]1C5	8%&-26%	20%&48%	-26%&-10%	2&1&3	35%&-23%[activator]	2%	2%&-11%	40µM*!	29%&25%
CCn1c(=O)oc2cc(NC(=O)CCl)ccc21	-46%	25%	-14%[57.1 µM]	0	-23%	-11%	4%	?	-11%
CCNC(=S)NCCC1=c2ccccc2=N/C1=C\c1c(O)n(C)c(=O)n(C)c1=O	?	?	-34%	-7	?	?	3%	10µM*	-19%
Cc1ccc(CN2CCN(Cc3ccccc3)CC2)cc1	27%	11%	-18%	0	?	3%	0%	.	21%
Cc1cccc(CN2CCCN(Cc3ccc(Cl)cc3)S2(=O)=O)c1	-12%	141%[activator]	73%[activator]	-2	49%[activator]	0%	-12%	130%[activator]	-4%
Cc1nc2ccccc2c(=O)n1-c1cccc(O)c1	24%	12%	-2%	-1	2%	-11%	-9%	7%[12.7 µM]	11%
C=CCn1c(=O)c(C=Nc2cccc([N+](=O)[O-])c2)c(O)n(CCCC)c1=O	-20%	-11%	?	-17	-36%[57.1 µM]	?	-1%	71µM*	4%
CCc1c(C)nc(N)nc1N1N=C1SC	-9%	11%	-18%	1	?	-22%	-9%	?	-5%
CCCCOC(=O)c1ccccc1N	15%	42%[activator]	-6%	-2	.	-7%	7%	.	-3%
Cn1c(C(=O)NCCOc2ccccc2Cl)cc(=O)n(C)c1=O	-31%	53%[activator]	-23%	-4	-22%	-16%	7%	-11%[59 µM]	5%
COc1cccc(CN2CC=C(c3ccc(F)cc3)CC2)c1	-9%	54%[activator]	5%	-1	-6%	-11%	4%	25%	1%
COc1ccc(N2C(=O)/C(=C/c3cccs3)C(=O)NC2=S)cc1	?	-17%	35µM*	-23	-38%	28µM*	?	7.1µM*	-1%
COP(=S)(OC)Oc1ccc(Sc2ccc(OP(=S)(OC)OC)cc2)cc1	-16%	139%[activator]	113%[activator]	-1&-2	.	?	-2%	?	3%&15%
CN1CCc2cc3c(cc2C1)OCO3	44%	33%	-10%	-1	.	6%	9%	.	8%
CCCNC(=O)N1[C@H]2CC[C@@H]1C(C(=O)OC)=C(c1cccc(OC)c1OC)C2	17%	34%	-4%	3	.	3%	-12%	.	0%
CO[C@H]1CC=C2CCN3CCC4=C(CC(=O)OC4)[C@]23C1	12%[56.9 µM]	25%	-8%	2&1	-5%	?	9%	-8%[59 µM]	8%
COC(=O)CC1(CC(=O)OC)C(=O)NC(=O)NC1=O	21%	8%	-6%	2	.	0%	-5%	17%[59 µM]	-4%
O=C(c1ccc(Cl)cc1)C1CCCN(Cc2ccc3ncccc3c2)C1 (centres undefined)	-5%	25%	-30%	3	?	13%	-13%	.	-6%
C[C@]12CCC(OC(=O)CCC(=O)O)CC1=CCC1C2CC[C@]2(C)C(=O)CCC12 (some centres undefined)	7%	7%	-8%	1	-2%	5%	4%	?	-8%
Cc1ccc(OCCSC2=NN2c2cc(C)nc(N)n2)cc1	1%	40%	-1%	-2	7%	448%[activator]	-12%	.	-6%
CC(C)=CC1C(C(=O)OCN2C(=O)C3=C(CCCC3)C2=O)C1(C)C (centres undefined)	.	.	.	-3	.	-10%[22.9 µM]	.	6%[12.7 µM]	-3%
